Screening data (PubChem)
mcGAS lum – blocks mouse cGAS activity. inhibition, % at 12.5 µM. Q8C6L5. 160,000 compounds, 0.15% hits. recombinant cGAS, Kinase-Glo ATP depletion luminescence;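 further: 0% = negative control wells and 100% = reference inhibitor with no enzyme activity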
NPYLR7 ag – activates Aedes aegypti NPYLR7 receptor | HEK293T NPYLR7/Galpha15, GCaMP6s calcium fluorescence | activation, % at 10 µM | 270,000 compounds, 0.15% hits | AID 1259423; in the data active means activation above about 40%;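 further: 0% = vehicle and 100% = reference agonist at the receptor; some compounds past the cut are filed as inactive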
hcGAS lum – human cGAS inhibition; Q8N884; recombinant h-cGAS, ATP depletion, Kinase-Glo luminescence; inhibition, % at 12.5 µM; 290,000 compounds, 0.081% hits; AID 1259398;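 further: 0% = vehicle reaction and 100% = reaction without DNA for no activity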
Target sequence (Q8N884 whole entry, looked up): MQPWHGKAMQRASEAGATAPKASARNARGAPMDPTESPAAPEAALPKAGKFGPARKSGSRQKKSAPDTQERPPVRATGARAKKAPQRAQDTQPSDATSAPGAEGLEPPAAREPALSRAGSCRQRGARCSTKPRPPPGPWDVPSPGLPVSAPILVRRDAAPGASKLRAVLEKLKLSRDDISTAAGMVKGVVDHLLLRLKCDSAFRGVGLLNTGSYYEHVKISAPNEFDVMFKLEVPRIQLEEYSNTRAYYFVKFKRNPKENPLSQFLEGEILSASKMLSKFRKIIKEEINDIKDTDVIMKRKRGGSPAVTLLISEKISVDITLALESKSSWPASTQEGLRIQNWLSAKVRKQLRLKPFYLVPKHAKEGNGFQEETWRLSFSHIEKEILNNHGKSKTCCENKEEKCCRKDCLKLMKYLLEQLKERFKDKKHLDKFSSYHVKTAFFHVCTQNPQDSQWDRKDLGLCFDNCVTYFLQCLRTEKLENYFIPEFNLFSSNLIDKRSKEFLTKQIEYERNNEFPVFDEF
* = called active by the depositor; . = no result given. Unless noted, no stated cut-off is given here; in the data, active means inhibition above about 40%; inactive means the rest.

Start of the listing, in advance:
SMILES | mcGAS lum | NPYLR7 ag | hcGAS lum
COc1ccccc1/C=C/C=C1\N=C(c2ccc(C)c(C)c2)OC1=O | . | -2 | -5
O=C1c2ccccc2NC2(CCCCC2)N1N=C1CCCCC1 | . | 1 | -8
CC(C)N1CC(C(=O)N2CC(C)(C)C2(C)C)CC1=O (centres undefined) | . | 3 | -9

The list itself, from the start:
SMILES | mcGAS lum | NPYLR7 ag | hcGAS lum
COc1ccccc1/C=C/C=C1\N=C(c2ccc(C)c(C)c2)OC1=O | . | -2 | -5
O=C1c2ccccc2NC2(CCCCC2)N1N=C1CCCCC1 | . | 1 | -8
CC(C)N1CC(C(=O)N2CC(C)(C)C2(C)C)CC1=O (centres undefined) | . | 3 | -9
CCS(=O)(=O)Oc1ccc(CN(C(=O)Nc2ccccc2F)C(C)C)cc1 | -4 | 12 | -6
C=CCNc1nc(N)c([N+](=O)[O-])c(Nc2ccccc2F)n1 | -8 | 2 | -4
CC(C)=C1C2C=CC1C1C(=O)N(c3cc([N+](=O)[O-])ccc3Cl)C(=O)C21 (centres undefined) | . | -1 | 2
CC1SC(c2ccccc2Cl)N(CCC(=O)O)C1=O (centres undefined) | -1 | 0 | -2
COC(=O)c1ccc(CC2(C)C(=O)Nc3ccccc32)o1 (centres undefined) | 0 | 0 | -3
Cc1ccc(OCCN(C)Cc2nc(COc3ccccc3)no2)cc1 | -1 | -1 | 9
Clc1ccc(C=NN2CCN(Cc3ccccc3)CC2)cc1Cl | -1 | -5 | 0
OCC1(Cc2ccccc2)CCCN(Cc2cccnc2)C1 (centres undefined) | . | -2 | -9
Cc1ccc(NC(=O)C2(C)CCN2C(=O)c2ccc(C(C)(C)C)cc2)cc1C (centres undefined) | -3 | 9 | -8
Cc1ncsc1CCOC(=O)C1C2CC3CC(C2)CC1C3 (centres undefined) | . | 7 | -12
COC[C@H]1C[C@H]2C[C@@H](OC)[C@H](N3CCN(c4ccccn4)CC3)[C@]2(O)CO1 | -6 | 3 | 11
O=C(CCCc1ccccc1)NCC1Cc2cc(-c3cncnc3)cc(Cl)c2O1 (centres undefined) | -8 | 10 | -7
O=C(NCCn1ccnc1)C1CCCN(C2CCN(Cc3ccccc3)CC2)C1 (centres undefined) | . | 10 | -6
Cn1c(C2CCN(S(C)(=O)=O)CC2)nn(CC(=O)N2CCc3ccccc32)c1=O | -8 | -4 | -7
Cc1cc(C)cc(CN2CCC(CCc3ccc(C(F)(F)F)cc3)CC2)c1 | -7 | 1 | -8
Cc1ccc(C2(O)CCN(CC3CC=CCC3)CC2)nc1 (centres undefined) | . | 4 | -3
CC(C)c1ccc(CN(C(=O)C2CCN(S(=O)(=O)c3ccccc3)CC2)C2CC2)cc1 | -8 | 5 | -7
Cc1cc(C)c(CN(C)Cc2nc(C)no2)c(-n2cccn2)c1 | -15 | 19 | 0
COCc1ccccc1CNC(=O)/C=C/C(C)(C)C | . | -3 | -8
CC1(C)Cc2cccc(OCCCS(=O)(=O)N3CCCC3)c2O1 | -8 | 9 | -8
Cc1ccc(S(C)(=O)=O)cc1NS(=O)(=O)c1cccc(C#N)c1 | . | 1 | 0
Cc1ccc(F)c(S(=O)(=O)NC(=O)C2(C)CCN2C(=O)Cc2ccccc2)c1 (centres undefined) | . | 0 | -10
COc1cc2c(cc1OC)C(c1ccccc1)N(C(=O)c1cc3c(s1)-c1ccccc1OC3)CC2 (centres undefined) | -6 | -1 | -4
COCc1cc(C)nc(SCC(=O)O)c1C#N | 1 | 1 | 1
Clc1ccc2c(c1)C=C(CN1CCCC(N3CCOCC3)C1)CO2 (centres undefined) | . | 11 | -6
COc1cc(F)c(NS(=O)(=O)c2cccc(Cl)c2)cc1OC | . | -5 | -2
CCCCCCCCCC(=O)NC(CN1CCOCC1)[C@H](O)c1ccccc1 (some centres undefined) | -3 | 2 | 22
Fc1ccccc1Oc1cc(C(F)(F)F)nc(SCc2c(F)cccc2F)n1 | -6 | 1 | -4
COc1ccc(CNC(=O)CCC2CCCN(Cc3nc(C(C)C)cs3)C2)c(OC)c1 (centres undefined) | -3 | -2 | -2
COc1cccc(-c2cc(C(=O)O)nc3cc(C(C)(C)C)nn23)c1 | . | -10 | 4
O=C(NCc1ccco1)c1csc(CSc2nnc(-c3ccccc3Cl)n2-c2ccccc2F)n1 | -4 | 11 | -7
COc1cccc(C(c2ccccn2)N(C)C(=O)C2CCN(CCCc3ccccc3)CC2)c1 (centres undefined) | -4 | 11 | -7
CCOc1cc(CO)ccc1OCCOc1ccc(Br)cc1 | . | 1 | -8
O=C(C1CCCN(C2CCN(CCc3ccccc3)CC2)C1)N1CCCNCC1 (centres undefined) | -17 | 5 | -7
CCC(=O)N(Cc1csc(COc2cc(C)cc(C)c2)n1)C1CC1 | -4 | 24 | -5
CSc1nccc(N2CCC(n3cc(CN4CCC(O)C4)nn3)CC2)n1 (centres undefined) | . | 21 | -7
Cc1nonc1CC(=O)N(C)Cc1nc2ccc(Cl)cc2[nH]1 | . | 1 | 2

Four successive compounds already listed:
SMILES | mcGAS lum | NPYLR7 ag | hcGAS lum
CCOc1cc(CO)ccc1OCCOc1ccc(Br)cc1 | . | 1 | -8
O=C(C1CCCN(C2CCN(CCc3ccccc3)CC2)C1)N1CCCNCC1 (centres undefined) | -17 | 5 | -7
CCC(=O)N(Cc1csc(COc2cc(C)cc(C)c2)n1)C1CC1 | -4 | 24 | -5
CSc1nccc(N2CCC(n3cc(CN4CCC(O)C4)nn3)CC2)n1 (centres undefined) | . | 21 | -7

Record cards (already shown):
`COc1cc2c(cc1OC)C(c1ccccc1)N(C(=O)c1cc3c(s1)-c1ccccc1OC3)CC2` (centres undefined) is entered as mcGAS lum: -6; NPYLR7 ag: -1; hcGAS lum: -4
`O=C(C1CCCN(C2CCN(CCc3ccccc3)CC2)C1)N1CCCNCC1` (centres undefined) is entered as mcGAS lum: -17; NPYLR7 ag: 5; hcGAS lum: -7
`CSc1nccc(N2CCC(n3cc(CN4CCC(O)C4)nn3)CC2)n1` (centres undefined) is entered as mcGAS lum: .; NPYLR7 ag: 21; hcGAS lum: -7

(more compounds)
SMILES | mcGAS lum | NPYLR7 ag | hcGAS lum
CCOc1ccc(Cl)c(C(=O)N2CCc3ccc(O)cc3C2)n1 | -1 | 0 | -4
S=c1nc(Nc2ccccc2)c2ccccc2[nH]1 | . | -1 | -3
CC(=NNc1nncc2ccccc12)c1ccc(C(C)(C)C)cc1 | -8 | -4 | -3
Cc1n[nH]c(=S)c2c1cnn2-c1ccccc1 | . | -6 | -5
NC(=O)COc1ccc(-c2nccn2-c2cccnc2)cc1Cl | . | 3 | -7
CC1CCN(c2nc(-c3ccc4c(c3)OCCCO4)cs2)CC1 | -15 | 13 | -7
Cc1ccc(C)c(OCC(=O)N2CCC(c3nnc4n3CCCCC4)CC2)c1C | -15 | -5 | -1
CCOC(=O)c1c(-c2ccccc2Cl)csc1NC(=O)Cn1cc(C(=O)OC)cc(C#N)c1=O | . | 8 | -6
CN(C)c1nccc(NC(=O)C2CCCOC2)n1 (centres undefined) | . | 2 | -9
O=C(c1cc(-c2ccc(F)cc2)nn1-c1ccccc1)N1CCN(C/C=C/c2ccccc2)CC1 | -2 | -1 | -8
O=C(COc1cccc2cccnc12)N/N=C\c1ccc(Oc2ccc([N+](=O)[O-])cc2[N+](=O)[O-])cc1 | -5 | 11 | -5
O=C(Nc1ccc(Cl)cc1)c1cc(S(=O)(=O)N2CCCCC2)ccc1Cl | 1 | -22 | 9
CC(C)C(O)(/C=C/C(O)(C(C)C)C(C)C)C(C)C | . | -6 | -6
COCC(=O)N1CCCC(N2CCN(c3cccc(C(F)(F)F)c3)CC2)C1 (centres undefined) | . | 2 | -5
CCC(NC(=O)c1c(C)cc(C)[nH]c1=O)c1ccc(F)cc1F (centres undefined) | -16 | 1 | -3
Cc1cccc2nc(COc3ccc(Br)cc3Cl)cn12 | . | -3 | 1
COc1ccccc1OC1CN(C2CCN(C(C)=O)CC2)C1 | . | 5 | -4
Cc1ccc(S(=O)(=O)NCCn2nc(-c3ccc(Cl)cc3)ccc2=O)c(C)c1 | -9 | -4 | -5
CC(=O)Nc1ccc(NC(=O)c2c(C)nn(-c3ccccc3)c2C)cc1 | -18 | -3 | -5
c1ccc2c3c(cc(N4CCOCC4)c2c1)OC1(N2CCOCC2)CCCCC1O3 (centres undefined) | . | -2 | 6
CC1(C)C2CC=C(C=NNC(=S)NC3CCCCC3)C1C2 (centres undefined) | -5 | 5 | -6
CCOC(=O)c1nn(-c2ccc(OC)cc2)c(=O)c2c(NC(=O)Cc3ccc(OC)cc3)scc12 | -8 | 4 | -4
C=C(C)Cn1c(CN(Cc2ccccc2)Cc2ccccc2)nc2c1c(=O)n(C)c(=O)n2C | . | -7 | -1
COCCNC(=O)c1sc(=O)n(Cc2ccccc2F)c1C | . | -2 | 2
COc1ccc(CNC(=O)Cn2ccn3nc(-c4ccc(OC)cc4)cc3c2=O)cc1 | -9 | 9 | -8
Cc1cccc(N2CCN(C(=O)C3CCC(=O)N3)CC2)c1C (centres undefined) | . | -1 | -16
C=CCn1c(SC)nc2c([nH]c3ccccc32)c1=O | -7 | 1 | 0
CCc1nc(-c2ccccc2)nc(N2CCN(C(=O)COC)CC2)c1Cc1cccc(Cl)c1 | -4 | 1 | 1
Cc1ccc(Cl)cc1Nc1ncccc1C(=O)NCCc1cccnc1 | -4 | -5 | -6
Cc1ccc(-n2nnc3c(=O)n(Cc4cccc(C(F)(F)F)c4)cnc32)cc1C | -9 | -2 | -5
CCN(CC)C(=O)Oc1ccc2c(ccn2Cc2c(F)cccc2Cl)c1-c1cc(C)cc(C)c1 | -7 | 27 | -8
Cc1ccc(Cc2nsc(N3CCCN(C(=O)COc4ccccc4)CC3)n2)cc1 | -5 | -4 | -3
Cc1cc(C)n(-c2cc(N3CCN(S(C)(=O)=O)CC3)ncn2)n1 | -9 | -8 | -4
O=C(CCCn1nc(-c2ccc(Cl)cc2)ccc1=O)Nc1cccc(C(F)(F)F)c1 | -8 | 9 | -3
CCCCOc1ccc(C(=O)N(CCCOC)Cc2c(C)nn(-c3ccccc3)c2N2CCN(CC)CC2)cc1 | -3 | -1 | -2
Cc1c(C(=O)N2CCN(CC(=O)Nc3cccc(F)c3)CC2)oc2ccc(Cl)cc12 | . | -8 | -4
COc1ccc(N2CC(C)Cn3c2nc2c3c(=O)n(CC(C)C)c(=O)n2C)c(OC)c1 (centres undefined) | 16 | 9 | -4
CCCCN(Cc1cccn1Cc1cccc(C)c1)C(=O)CN(CCC)C(=O)c1ccc(Br)cc1 | 0 | -4 | 3
COc1ccc(NC(=O)C2CCN(C(=O)[C@@H](Cc3ccccc3)NC(=O)Nc3c(Cl)cccc3C(F)(F)F)CC2)cc1 | -8 | 3 | -11
COCCOC(=O)C1=C(C)OC(=N)C(C#N)C1c1ccc2c(c1)OCO2 (centres undefined) | 3 | -5 | 6
C=CCN(CC=C)c1cc(Cl)nc(SCc2ccc(C(=O)N3CCN(C(C)=O)CC3)cc2)n1 | -5 | 15 | -6
CCn1ccc(-c2n[nH]c(=O)n2Cc2ccccc2F)n1 | . | 20 | 2
CCN1CCC(N(C)CC2CCCN(CCc3cccc(C(F)(F)F)c3)C2)CC1 (centres undefined) | . | 11 | -8
O=C(N[C@H]1CC[C@@H]2CCC[C@@H]21)c1cnn2c1CCCC2 | -7 | . | -17
CCOC(=O)[C@@H]1CN(C(=O)Cc2cccs2)[C@H]2c3cccc(F)c3O[C@@H]12 | -7 | -2 | -7
Cc1cc2oc(=O)cc(C)c2cc1NC(=O)[C@@H]1CCC(=O)N1 | -2 | -7 | -2
Cc1ccc(-c2cccc(C(=O)NCCc3cc(=O)[nH]cn3)c2)o1 | . | -1 | -6
COCCCNC(=O)CN1C(=O)CSC(c2ccc3c(c2)OCO3)c2c(C(C)(C)C)nn(-c3ccc(OC)cc3)c21 (centres undefined) | -5 | 12 | -3
Cc1ccc2[nH]c(C(=O)O)c(CN(C)Cc3ncc[nH]3)c2c1 | -11 | . | -5
O=C(CCN(Cc1ccco1)c1nc(-c2cccc(Br)c2)nc2ccccc12)NCCN1CCOCC1 | -5 | 13 | 0
COc1cccc(CN2CCCn3cccc3C2c2ccc([N+](=O)[O-])cc2)c1O (centres undefined) | . | 3 | -4
Nc1cc([N+](=O)[O-])ccc1O | . | -5 | -17
O=C(c1c(O)cccc1O)N1CCC(c2cc(Cc3ccccc3)[nH]n2)CC1 | . | -3 | -2
S=c1[nH]nc(Cc2ccccc2)o1 | . | -2 | -6
CCOc1ccc(C(=O)Nc2ccc(-c3nc4ccc(C)cc4o3)cc2)cc1 | -5 | -6 | -7
COc1ccccc1C(=O)Nc1cc2c(cc1Br)OCCO2 | . | -1 | 5

Quoted at random: 2 compounds from above.
SMILES | mcGAS lum | NPYLR7 ag | hcGAS lum
C=CCN(CC=C)c1cc(Cl)nc(SCc2ccc(C(=O)N3CCN(C(C)=O)CC3)cc2)n1 | -5 | 15 | -6
Cc1cc2oc(=O)cc(C)c2cc1NC(=O)[C@@H]1CCC(=O)N1 | -2 | -7 | -2

Rows were taken by chance (roughly 0.27% active in at least one column).
